TGFb inhibitor: qHTS for Inhibitors of TGF-b; HepG2 CAGA-GFP TGF-b/SMAD3 reporter, GFP fluorescence, 18 h; TGF-beta stimulated, 500 pg/mL final; Potency, µM (series often up to 46.1 µM), for inactives: at the top dose activity, negative = inhibition, actives largely listed as inhibitors; 410,000 compounds, 1.2% hits; further: potency means the concentration at half of the fitted maximal effect; on the % scale 0 is the no-effect control and ±100 the full control effect; nearly all actives have a fitted effect of over 65% in size
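Read-out: total well GFP (ex488/em500-530) summed from mean per-cell fluorescence. Cells: HEPG2 CAGA-GFP, 1% FBS DMEM, 18 h at 37 degrees C with 500 pg/mL final TGF-beta. Unstimulated wells served as the full-inhibition control; stimulated DMSO wells = 0%.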
HepG2 tox: qHTS for Inhibitors of TGF-b: Cytotox Counterscreen; 410,000 compounds, 0.76% hits; Potency, µM (doses to about 46.1 µM), for inactives: at the highest dose activity change, negative = cytotoxicity, actives largely listed as cytotoxic; HepG2 CAGA-GFP viability, ATP luminescence, 18 h; further: potency means the concentration at half of the fitted maximal effect; some results filed as inactive show a strong effect at the top dose
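HepG2 CAGA-GFP cells (1000/well, DMEM with 1% FBS) received compound, then TGF-beta at 500 pg/mL final, and were incubated 18 hours at 37 degrees C. Viability was read by CellTiter-Glo luminescence. Media-only wells were set as complete cell-killing and DMSO as no toxicity.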
A549 viability: Nrf2 qHTS screen for inhibitors: counterscreen for cytotoxicity; Potency, µM (series often up to 46 µM), for the others: at the top dose activity change, negative = cytotoxicity, most hits filed as inhibitors; A549 ARE-Fluc cells, CellTiter-Fluor viability, 18-24 h; AID 504648, 2011; 390,000 compounds, 0.16% hits; further: potency means the concentration at half of the fitted maximal effect; on the % scale 0 is the no-effect control and ±100 the full control effect
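A549 ARE-Fluc cells in 5% FBS OPTI-MEM, 5000 cells/well, rested 2 h then exposed to compounds in concentration-response for 18-24 h at 37 °C. Viability by CellTiter-Fluor fluorescence (Ex 405/Em 525) after 30 min; luciferase luminescence (BugLite, 15 min, RT) read afterwards.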
Nrf2 activator: qHTS of Nrf2 Activators; AREc32 ARE-luciferase reporter (MCF7-derived line), luminescence, 24 h; 410,000 compounds, 0.31% hits; Potency, µM (titrated, usually from 46.1 µM), inactives show top-dose activation, most hits filed as activators; further: potency means the concentration at half of the fitted maximal effect; % of control where 0% means no effect; nearly all actives have a fitted effect of over 65% in size
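ARE-driven firefly luciferase activity in AREc32 cells measured after a 24 hr compound exposure at 37 deg C, using Steady-Glo reagent and a 30 min room-temperature hold.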
IL1B secr inh: qHTS for Inhibitors of Inflammasome Signaling: IL-1-beta AlphaLISA Primary Screen; THP-1 LPS/ATP IL-1B secretion, AlphaLISA, 16 h; stronger effect = lower value; activity change, % at 57.5 µM; 360,000 compounds, 4.7% hits; in the data active means activity change below about -50%; inconclusive means mostly about -30% to -49%; further: on the % scale 0 is the no-effect control and ±100 the full control effect
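Secreted IL-1B measured by AlphaLISA bead assay after 16 h compound exposure of THP-1 cells; compounds (final up to 57.5 uM) added 1 h before LPS (250 ng/mL) and ATP (1.25 mM) stimulation; lower signal means less secretion.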
ATXN viability: Viability Counterscreen for Primary qHTS for Inhibitors of ATXN expression. S2 cells (HEK-293 line with an ATXN2-luciferase reporter) viability, CellTiter-Fluor protease fluorescence, 24 h. Potency, µM (series often up to 56.7 µM), actives largely listed as cytotoxic. 400,000 compounds, 0.49% hits. AID 651635, 2014; further: potency means the concentration at half of the fitted maximal effect; nearly all actives have a fitted effect of over 40% in size
MCF10A rerep: A quantitative high throughput screen for small molecules that induce DNA re-replication in MCF 10a normal breast cells. Potency, µM (titrated, usually from 46.1 µM), inactives show top-dose activity, positive = re-replication, hits mostly activators. MCF 10A DNA re-replication, Hoechst nuclear intensity, 48 h. 350,000 compounds, 2.9% hits; further: potency means the concentration at half of the fitted maximal effect; % of control where 0% means no effect; nearly all actives have a fitted effect of over 50% in size
Nrf2 inh: Nrf2 qHTS screen for inhibitors | 360,000 compounds, 2.1% hits | A549 ARE-Fluc reporter, luciferase luminescence, 18-24 h | Potency, µM (series often up to 46 µM), for the others: top-dose activity change, negative = inhibition, usual class: inhibitors | AID 504444, 2011; further: potency means the concentration at half of the fitted maximal effect; on the % scale 0 is the no-effect control and ±100 the full control effect; nearly all actives have a fitted effect of over 60% in size
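Cells were seeded and rested 2 h, then exposed to compounds for 18-24 h. CellTiter-Fluor was read first as a viability measure. BugLite was added 15 min before the final luminescent read of ARE-luciferase activity in A549 cells.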
ATXN2 expr inh: Primary qHTS for Inhibitors of ATXN expression. HEK-293 ATXN2-luciferase reporter, luminescence, 24 h. Potency, µM (highest dose often 57 µM), without a hit: top-dose activity change, negative = inhibition, actives largely listed as inhibitors. 360,000 compounds, 0.72% hits; further: potency means the concentration at half of the fitted maximal effect; on the % scale 0 is the no-effect control and ±100 the full control effect; nearly all actives have a fitted effect of over 55% in size
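qHTS (up to 57 uM final) was run with 24 h compound exposure of reporter cells at 37 °C. Each well was multiplexed: SteadyGlo luminescence measured ATXN2-luciferase expression after a fluorogenic Gly-Phe-AFC viability readout (25 uM final).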
The depositor's hits bear a star; i = inactive; ? = inconclusive; / = not tested or not shown; & = joins results of further samples; [ ] = remark or other dose. Unless noted, the call rests on the fitted dose curve; in most records, active means well fitted curve in the direction sought with a large enough effect; inconclusive means small, poorly fitted or top-dose-only effect, or another doubt; inactive means no such curve, though single readings can be large; an effect the other way counts as inactive or inconclusive.

1	CCOC(=O)c1ccccc1NC(=O)c1cnc(N2CCOCC2)c2ccccc12
2	O=C(COc1cccc2ccccc12)NNC(=O)[C@@H]1CCCC[C@@H]1C(=O)O
3	COc1ccc(-n2nnnc2SCC(=O)c2cccc(OC)c2)cc1
4	COc1ccc(NC(=O)C(=O)NCC(c2cccnc2)N2CCc3ccccc32)cc1OC (stereo not given)
5	Cc1nc(C)c(C(=O)OCC(=O)Nc2ccccc2)s1
6	N#C/C(=C\c1ccco1)C(=O)Nn1cnnc1
7	O=C(c1csc2c1CCCC2)N1CCN(c2ncccn2)CC1
8	COCCNc1nc2c(c(=O)n(Cc3cccc(Br)c3)c(=O)n2C)n1C
compound no.,1,2,3,4,5,6,7,8
TGFb inhibitor,7%,0%,?,?,21%,-14%,8%,?
HepG2 tox,-6%,3%,-2%,-4%,-14%,-2%,-3%,-4%&-19%
A549 viability,-18%,-4%,-7%,1%,6%,-3%,-1%,-11%&-2%
Nrf2 activator,3.9%,2.3%,0.1%,0.1%,-0.1%,-0.7%,-0.9%,-0.1%&3.8%
IL1B secr inh,/,7,39,/,6,3,31,26
ATXN viability,/,i,i,/,/,i,i,i
MCF10A rerep,/,5%,?,/,3%,2%,-2%,-1%
Nrf2 inh,/,13%,14%,?,18%,0%,-21%,?
ATXN2 expr inh,/,-7%,0%,/,/,-14%,9%,-25%&14%

9	CN(C(=O)c1cccc(NC(=O)Cc2ccc(NC(=O)C3CCCN(C(=O)C4CCC4)C3)cc2)c1)C1CCCC1 (stereo not given)
10	COc1nc(OC)nc(N2CCC(C(=O)Nc3cccc4c3CCCC4)CC2)n1
11	CCN(Cc1nc(-c2ccccc2)no1)C(=O)c1ccc2c(c1)OCO2
12	COc1ccc(-n2c3c(c(=O)[nH]c2=O)C(NC(=O)c2ccccc2Cl)(C(F)(F)F)C(=O)N3)cc1 (stereo not given)
13	O=C(NC(=S)Nc1c(Cl)ccc2nsnc12)c1ccco1
14	O=C(CN1C(=O)C2CCCCC2C1=O)Nc1cccc([N+](=O)[O-])c1 (stereo not given)
15	[2H]C(CCOS(N)(=O)=O)c1ccccc1 (stereo not given)
16	CCOC(=O)c1ccc(NC(=O)c2nc(SC(C)C)ncc2Cl)cc1
compound no.,9,10,11,12,13,14,15,16
TGFb inhibitor,-13%,16%,5%,-1%,-24%,2%,7%,-19%
HepG2 tox,-9%,-11%,13%,-37%,-23%,7%,32%,-24%
A549 viability,-12%,-2%,1%,-7%,0%,6%,1%,0%
Nrf2 activator,4.4%,-0.1%,-0.6%,-1.8%,?,?,-0.1%,0.3%
IL1B secr inh,7,22,27,/,-1,0,8,/
ATXN viability,i,/,i,i,i,i,i,i
MCF10A rerep,6%,5%,4%,/,6%,8%,13%,/
Nrf2 inh,?,2%,8%,23%,-3%,-8%,9%,15%
ATXN2 expr inh,-18%,/,-13%,11%,-2%,-9%,1%,-24%

17	COc1ccc(NC(=O)Cc2nnc(SCC(=O)Nc3ccccc3)n2C)cc1
18	O=C(O)/C=C/C(=O)Nc1cccc2cccnc12
19	CC(C)Cn1c(-c2csc3c2CCCC3)n[nH]c1=S
20	Cc1c(C(=O)c2ccccc2)c2ccccn2c1CCC#N
21	CCN(CC)CCN1C(=O)c2ccccc2NC1c1ccccc1F (stereo not given)
22	CC(=O)Nc1ccccc1NC(=O)c1cc(C)ccc1C
23	Cc1ccc(CNC(=O)c2ccc(Cn3c(=O)c4ccccc4n(CC(=O)Nc4ccc(C)cc4)c3=O)cc2)cc1
24	CC(C)NC(=O)CCS(=O)(=O)c1ccc(Br)s1
compound no.,17,18,19,20,21,22,23,24
TGFb inhibitor,-7%,?,-1%,2%,1%,-13%,-1%,10%
HepG2 tox,8%,-11%&-19%,-22%,5%,-13%,5%,-14%,-4%
A549 viability,-1%,2%&-2%,3%,0%,1%,-1%,-4%,-4%
Nrf2 activator,-0.4%,0.2%,-0.3%,4.2%,0.1%,-1.1%,0.2%,-0.1%
IL1B secr inh,17,-13,9,-5,1,16,/,4
ATXN viability,i,i,i,i,i,i,i,i
MCF10A rerep,2%,0%,9%,-4%,-13%,3%,/,3%
Nrf2 inh,-12%,5%&9%,3%,7%,-15%,4%,-8%,1%
ATXN2 expr inh,11%,/,-8%,-11%,-6%,12%,12%,4%

25	COc1ccc(NC(=O)CSc2nc(-c3ccccc3)c3ccccc3n2)cc1
26	CN(CC(=O)Nc1ccccc1Br)C(=O)CN1CCN(c2ccccc2Cl)CC1
27	COc1cccc(C2C(C(=O)c3ccco3)=C(O)C(=O)N2CCN(C)C)c1OC (stereo not given)
28	Cn1c(SCC(=O)N/N=C/c2ccco2)nc2ccccc21
29	CCc1ccccc1NC(=O)Cn1nnc(C(=O)NCc2ccccc2Cl)c1N
30	Cc1ccccc1NS(=O)(=O)c1ccc(NC(=O)c2nc3ncccn3n2)cc1
31	CCC(NC(=O)c1ccc2nc(Cc3ccc(OC)cc3)oc2c1)c1ccncc1 (stereo not given)
32	Cc1n[nH]c(=O)nc1NC(C)c1ccccc1 (stereo not given)
compound no.,25,26,27,28,29,30,31,32
TGFb inhibitor,0%,-12%,2%,?,-28%,-2%,?,-4%
HepG2 tox,-6%,-17%,0%,-67%,-8%,-13%,-46%,5%
A549 viability,-13%,8%,0%,1%,6%,14%,-2%,0%
Nrf2 activator,1.3%,0.3%,-0.5%,27%,-0.6%,-0.2%,3.4%,-0.7%
IL1B secr inh,/,-5,8,-26,/,4,-17,16
ATXN viability,/,i,i,i,/,i,i,i
MCF10A rerep,/,23%,14%,-10%,/,2%,?,2%
Nrf2 inh,6%,5%,1%,?,13%,10%,?,/
ATXN2 expr inh,/,-18%,2%,-1%,/,2%,/,2%

Reprinted at random: 2 records from the list.
32	Cc1n[nH]c(=O)nc1NC(C)c1ccccc1 (stereo not given)
28	Cn1c(SCC(=O)N/N=C/c2ccco2)nc2ccccc21
compound no.,32,28
TGFb inhibitor,-4%,?
HepG2 tox,5%,-67%
A549 viability,0%,1%
Nrf2 activator,-0.7%,27%
IL1B secr inh,16,-26
ATXN viability,i,i
MCF10A rerep,2%,-10%
Nrf2 inh,/,?
ATXN2 expr inh,2%,-1%

Other records follow.
33	Cn1nccc1C(=O)OCC(=O)Nc1ccccc1
34	Cc1ccc(C)c(S(=O)(=O)N2CCCC2CNC(=O)C(=O)NCc2ccccc2C)c1 (stereo not given)
35	O=C(NCc1ccc(F)cc1)c1cc2ccccc2o1
36	CCOc1ccc(OCC)c(NC(=O)CN2CCN(c3cc(C)ccc3C)CC2)c1
37	O=C(NC1CCCc2ccccc21)c1ccc(S(=O)(=O)N2CCOCC2)cc1 (stereo not given)
38	CC1CCCCN1Cc1c(C#N)c2ccccc2n1C (stereo not given)
39	CCN(CC)C(=O)C1CCN(CC2CC=CCC2)CC1 (stereo not given)
40	COc1ccc(N2CCN(C(=O)c3nn(C)c4c3CS(=O)(=O)c3ccccc3-4)CC2)cc1
compound no.,33,34,35,36,37,38,39,40
TGFb inhibitor,7%,-10%,-3%,-28%,-21%,-33%,-10%,2%&-14%
HepG2 tox,0%,-7%,-18%,-23%,-3%,-14%,-17%,9%&-5%
A549 viability,-1%,1%,1%,-5%,0%,-4%,-10%,8%&-8%
Nrf2 activator,0.7%,-0.9%,2.4%,0.4%,0.2%,0.0%,-0.1%,0.4%&-0.8%
IL1B secr inh,21,-17,14,-24,-24,18,-6,18
ATXN viability,i,i,i,i,i,i,i,?
MCF10A rerep,-3%,-7%,-5%,2%,1%,-6%,9%,1%
Nrf2 inh,-10%,-18%,?,?,-8%,5%,-12%,3%&-1%
ATXN2 expr inh,-1%,-12%,46%[activator],-6%,/,5%,-2%,-6%&-25%

Six compounds from above, arranged by the value under IL1B secr inh, rising:
nr	mol	IL1B secr inh
37	O=C(NC1CCCc2ccccc21)c1ccc(S(=O)(=O)N2CCOCC2)cc1 (stereo not given)	-24
34	Cc1ccc(C)c(S(=O)(=O)N2CCCC2CNC(=O)C(=O)NCc2ccccc2C)c1 (stereo not given)	-17
39	CCN(CC)C(=O)C1CCN(CC2CC=CCC2)CC1 (stereo not given)	-6
35	O=C(NCc1ccc(F)cc1)c1cc2ccccc2o1	14
40	COc1ccc(N2CCN(C(=O)c3nn(C)c4c3CS(=O)(=O)c3ccccc3-4)CC2)cc1	18
33	Cn1nccc1C(=O)OCC(=O)Nc1ccccc1	21

(cont.)
41	O=C(NC(Cc1ccccc1)C(=O)O)/C(=C\c1ccco1)NC(=O)c1ccco1 (stereo not given)
42	Nc1nc(-c2cc(-c3ccccc3)no2)cs1
43	Cc1cc(C)c2nc(NNC(=O)c3ccc(S(=O)(=O)N4CC(C)CC(C)C4)cc3)sc2c1 (stereo not given)
44	O=C(NNC(=O)C1CC(c2cccs2)=NO1)Nc1ccccc1 (stereo not given)
45	O=C(Cn1cnc2onc(-c3ccc(F)cc3)c2c1=O)Nc1ccc(F)c(Cl)c1
compound no.,41,42,43,44,45
TGFb inhibitor,-6%,-24%,?,-1%,0%
HepG2 tox,8%,-33%,-30%,-3%,-26%
A549 viability,1%,-6%,-11%,0%,-26%
Nrf2 activator,-0.7%,17%,3.9%,3.1%,-0.8%
IL1B secr inh,0,11,104,-6,/
ATXN viability,i,i,i,i,i
MCF10A rerep,-5%,6%,?,0%,/
Nrf2 inh,1%,?,?,7%,?
ATXN2 expr inh,-18%,/,?,-4%,9%

Assay outcomes: PubChem BioAssay, National Center for Advancing Translational Sciences (NCATS)
